Screens (PubChem BioAssay)
HP1b chromo inh: HTS for Inhibitors of HP1-beta Chromodomain Interactions with Methylated Histone Tails | AID 540317, 2011 | AlphaScreen HP1-beta / biotin-H3K9me3 peptide binding | Potency, µM (series often up to 114 µM), for the others: at the top dose activity change, negative = inhibition, actives largely listed as inhibitors | 0.56% of 390,000 active | Chromobox protein homolog 1 (Homo sapiens), P83916; note: potency is the fitted concentration of half-maximal effect; nearly all actives have a fitted effect of over 70% in size; inactives centre near 23
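Compound inhibition of the preformed complex between 50 nM HP1-beta and 50 nM biotinylated H3K9me3 peptide was read by AlphaScreen. Buffer was PBS pH 7.4 with 0.01% Tween-20. Incubations ran 30 min at room temperature, with 10 ug/mL donor/acceptor beads.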
JMJD2A Tudor inh: qHTS Assay for Inhibitors of JMJD2A-Tudor Domain | Lysine-specific demethylase 4A (Homo sapiens), O75164 | AlphaScreen JMJD2A-Tudor / H3K4me3 peptide binding | Potency, µM (top dose mostly 114 µM), without a hit: at the top dose activity change, negative = inhibition, actives largely listed as inhibitors | 4.4% of 390,000 active | AID 504339, 2011; note: potency is the fitted concentration of half-maximal effect; % is set by controls: 0 for no effect and ±100 for the full control effect; nearly all actives have a fitted effect of over 50% in size
Pin1 inh: qHTS Assay to Find Inhibitors of Pin1. Peptidyl-prolyl cis-trans isomerase NIMA-interacting 1 (Homo sapiens), Q13526. Pin1 FP peptide displacement, HiFluor488, 10 min. Potency, µM (doses to about 115 µM), for the others: at the top dose activity, negative = inhibition, usual class: inhibitors. 0.009% of 390,000 active; active = well fitted inhibition curve with a large enough effect in the polarisation, with a control signal flat, not every such curve was filed as active; inconclusive = small, poorly fitted or top-dose-only effect, or effect the other way, or a change in a side signal; inactive = no such curve, though single readings can be large or run the other way; the % refers to the polarisation; note: potency is the fitted concentration of half-maximal effect; % is set by controls: 0 for no effect and ±100 for the full control effect
PGK inhibitor: qHTS Assay to Find Inhibitors of Phosphoglycerate Kinase. PGK/GAPDH coupled, Kinase-Glo luminescence, 60 min. Potency, µM (series often up to 57.5 µM), for inactives: at the top dose activity change, negative = inhibition, actives largely listed as inhibitors. 0.043% of 380,000 active. AID 602233, 2012; note: potency is the fitted concentration of half-maximal effect; % is set by controls: 0 for no effect and ±100 for the full control effect; nearly all actives have a fitted effect of over 60% in size
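Recombinant glycosomal PGK reaction used 1,3-bisphosphoglycerate generated in-well by GAPDH (100nM final) in 100mM TEA pH 7.6, 5mM MgCl2, 0.01% Tween-20. After 60 minutes at room temperature, ATP was read by Kinase-Glo Plus luminescence end-point.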
PI4K2A inh: qHTS for small molecular inhibitors of PI4K2A | Phosphatidylinositol 4-kinase type 2-alpha (Homo sapiens), Q9BTU6 | purified PI4K2A, ADP-Glo luminescence, 1 h; stronger effect = lower value | activity change, negative = inhibition, % at 76.9 µM | 0.13% of 420,000 active; in the data active = activity change below about -50%; inconclusive = mostly about -30% to -49%;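 note: -100% = wells without enzyme as full effect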
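ADP-Glo luminescence measured ADP generated by PI4K2A enzyme (4 ug/mL before mixing) with 1.2 mM PI substrate (pre-mix) and 300 microM ATP (pre-mix). Tris pH7.5 buffer with MgCl2, Triton X-100; 1 h reaction at ambient temperature.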
GLS inhibitor: qHTS for Inhibitors of Glutaminase (GLS). Glutaminase kidney isoform, mitochondrial (Homo sapiens), O94925. GLS enzymatic activity, qHTS titration. Potency, µM (titrated, usually from 45.5 µM), without a hit: at the highest dose activity change, negative = inhibition, most hits filed as inhibitors. 0.21% of 410,000 active. AID 624170, 2012; note: potency is the fitted concentration of half-maximal effect; % is set by controls: 0 for no effect and ±100 for the full control effect
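hKGA in 45 mM KH2PO4 (pH 8.2), 0.02% Tween-20 with compound, then 1mM L-Glutamine (stock as added) plus glutamate oxidase/HRP/Amplex red coupling mix. Fluorescence read initially and after 30 min at RT; signal change reflects glutamate formation.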
BAZ2B inh: qHTS Assay for Inhibitors of BAZ2B; Bromodomain adjacent to zinc finger domain protein 2B (Homo sapiens), Q9UIF8; AlphaScreen BAZ2B-H3K14Ac peptide displacement; 4.4% of 360,000 active; Potency, µM (highest dose often 114 µM), for inactives: at the highest dose activity change, negative = inhibition, usual class: inhibitors; note: potency is the fitted concentration of half-maximal effect; % is set by controls: 0 for no effect and ±100 for the full control effect; nearly all actives have a fitted effect of over 60% in size
Target sequence (Q9UIF8 whole entry, looked up, the tested form may be a part): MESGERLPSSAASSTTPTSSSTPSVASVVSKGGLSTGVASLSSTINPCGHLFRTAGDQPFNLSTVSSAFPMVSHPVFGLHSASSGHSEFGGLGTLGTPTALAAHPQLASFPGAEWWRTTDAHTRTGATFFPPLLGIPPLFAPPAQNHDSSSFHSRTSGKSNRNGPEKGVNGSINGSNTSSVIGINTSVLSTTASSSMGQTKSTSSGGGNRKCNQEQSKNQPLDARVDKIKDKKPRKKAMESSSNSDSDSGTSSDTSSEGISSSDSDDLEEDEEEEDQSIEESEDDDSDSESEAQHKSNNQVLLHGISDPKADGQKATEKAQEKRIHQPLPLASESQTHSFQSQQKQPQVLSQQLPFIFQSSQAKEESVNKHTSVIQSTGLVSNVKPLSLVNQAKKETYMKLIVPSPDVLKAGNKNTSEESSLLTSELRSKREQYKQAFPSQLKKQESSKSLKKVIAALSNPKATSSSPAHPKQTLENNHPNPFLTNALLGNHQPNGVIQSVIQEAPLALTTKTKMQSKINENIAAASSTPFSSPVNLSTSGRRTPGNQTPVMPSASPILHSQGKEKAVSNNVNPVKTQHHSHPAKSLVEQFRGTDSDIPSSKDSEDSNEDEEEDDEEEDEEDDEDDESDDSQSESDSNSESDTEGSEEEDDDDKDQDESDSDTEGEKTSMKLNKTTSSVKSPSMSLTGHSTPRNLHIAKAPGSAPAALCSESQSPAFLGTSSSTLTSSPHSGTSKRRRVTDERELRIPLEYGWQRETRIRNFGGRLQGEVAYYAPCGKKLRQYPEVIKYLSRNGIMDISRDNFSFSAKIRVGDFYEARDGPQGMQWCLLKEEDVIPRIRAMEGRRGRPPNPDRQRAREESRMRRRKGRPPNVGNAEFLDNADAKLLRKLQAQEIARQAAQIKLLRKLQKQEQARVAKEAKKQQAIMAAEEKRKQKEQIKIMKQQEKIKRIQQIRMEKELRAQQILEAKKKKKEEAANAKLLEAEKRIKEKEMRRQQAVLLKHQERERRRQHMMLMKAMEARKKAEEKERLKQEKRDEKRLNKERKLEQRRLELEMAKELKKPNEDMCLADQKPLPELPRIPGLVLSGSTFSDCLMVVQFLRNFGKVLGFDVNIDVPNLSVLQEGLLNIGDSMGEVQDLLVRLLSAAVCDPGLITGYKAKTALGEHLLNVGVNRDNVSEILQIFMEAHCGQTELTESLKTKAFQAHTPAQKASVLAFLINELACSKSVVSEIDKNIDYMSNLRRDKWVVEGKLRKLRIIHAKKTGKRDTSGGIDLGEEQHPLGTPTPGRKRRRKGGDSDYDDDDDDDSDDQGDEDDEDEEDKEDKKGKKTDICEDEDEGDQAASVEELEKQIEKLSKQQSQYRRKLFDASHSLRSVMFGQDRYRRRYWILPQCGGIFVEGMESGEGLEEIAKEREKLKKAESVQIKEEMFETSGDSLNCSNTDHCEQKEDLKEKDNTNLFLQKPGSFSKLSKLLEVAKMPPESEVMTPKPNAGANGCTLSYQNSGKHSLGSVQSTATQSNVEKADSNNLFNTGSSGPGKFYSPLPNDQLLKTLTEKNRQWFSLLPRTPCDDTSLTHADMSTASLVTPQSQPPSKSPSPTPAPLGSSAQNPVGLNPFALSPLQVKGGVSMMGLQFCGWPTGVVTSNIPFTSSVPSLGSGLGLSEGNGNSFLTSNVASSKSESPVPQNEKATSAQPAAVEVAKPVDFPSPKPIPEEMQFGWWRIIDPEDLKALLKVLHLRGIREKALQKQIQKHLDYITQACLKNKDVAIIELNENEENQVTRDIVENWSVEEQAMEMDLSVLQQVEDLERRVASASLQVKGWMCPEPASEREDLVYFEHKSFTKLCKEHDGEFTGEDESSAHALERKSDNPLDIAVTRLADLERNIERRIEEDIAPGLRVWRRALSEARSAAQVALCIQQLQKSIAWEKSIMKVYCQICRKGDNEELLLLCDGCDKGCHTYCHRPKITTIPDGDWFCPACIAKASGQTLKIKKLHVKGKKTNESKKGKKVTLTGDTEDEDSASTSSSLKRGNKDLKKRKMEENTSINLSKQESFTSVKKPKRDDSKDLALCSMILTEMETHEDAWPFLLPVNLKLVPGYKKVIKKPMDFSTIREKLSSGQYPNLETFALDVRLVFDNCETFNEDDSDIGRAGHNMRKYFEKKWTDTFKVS
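Multi-concentration screen (max 110 uM) measuring displacement of acetylated histone H3 peptide from BAZ2B by AlphaScreen, using 50 nM protein, 50 nM peptide and 10 ug/mL streptavidin donor plus Ni-chelate acceptor beads.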
G9a inh: qHTS Assay for Inhibitors of Histone Lysine Methyltransferase G9a. Histone-lysine N-methyltransferase EHMT2 (Homo sapiens), Q96KQ7. Potency, µM (highest dose often 102 µM), inactives show top-dose activity, negative = inhibition, most hits filed as inhibitors. G9a H3K9 monomethylation, AlphaScreen, 2 h. AID 504332, 2011. 8.8% of 350,000 active; note: potency is the fitted concentration of half-maximal effect; % is set by controls: 0 for no effect and ±100 for the full control effect; nearly all actives have a fitted effect of over 75% in size
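G9a (20 nM) preincubated 15 min RT with compounds, then 500 nM biotinylated H3K9 peptide and 20 uM SAM added; 2 h RT reaction. Monomethyl-H3K9 product detected by AlphaScreen with anti-H3K9me1 antibody, streptavidin donor and anti-rabbit IgG acceptor beads.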
ERG-DNA inh: qHTS for Small Molecule Inhibitors of the ERG Ets/DNA interaction | Transcriptional regulator ERG (Homo sapiens), P11308 | fluorescence polarization, His-ERG Ets domain / labelled DNA | Potency, µM (series often up to 76.9 µM), for the others: top-dose FP activity, negative = inhibition, hits mostly inhibitors | 0.028% of 370,000 active | AID 624246, 2012; active = well fitted inhibition curve with a large enough effect in the polarisation, with a control signal flat; inconclusive = small, poorly fitted or top-dose-only effect, or effect the other way, or a change in a side signal; inactive = no such curve, though single readings can be large or run the other way; the % refers to the polarisation;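 note: polarization taken with two DNA probes labelled with fluorescein and Texas red; potency is the fitted concentration of half-maximal effect; % of control where 0% means no effect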
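His-tagged ERG Ets domain (1 uM in the protein solution; 300mM KCl, 50mM Tris-HCl, 1mM EDTA, 1mM DTT, pH 7.5) received compound, then a probe mix of 5 nM fluorescein-DNA and 100nM Texas-615-DNA. Fluorescence polarization was read for both dyes.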
An asterisk follows results filed as active; i = inactive; ? = inconclusive; / = not tested or not shown; & = joins results of further samples; [ ] = dose if it differs, or a comment. Unless noted, calls come from the whole dose curve; as a rule, active = well fitted curve in the direction sought with a large enough effect; inconclusive = small, poorly fitted or top-dose-only effect, or another doubt; inactive = no such curve, though single readings can be large; an effect the other way counts as inactive or inconclusive.

SMILES	HP1b chromo inh	JMJD2A Tudor inh	Pin1 inh	PGK inhibitor	PI4K2A inh	GLS inhibitor	BAZ2B inh	G9a inh	ERG-DNA inh
Cc1cccc(/C(N)=N/OC(=O)c2ccc3c(c2)OCO3)c1	43.3%[activator]	8.3%	5.1%	?	?	0.2%	9.5%	30.4%[59 µM]	-13.1%
O=[N+]([O-])c1cc(C(F)(F)F)ccc1Sc1ccccn1	-22.2%	-31.9%	-5.0%	-5.3%	-4.3	0.6%	?	?	/
CCOC(=O)c1ccc(NC(C)=O)c([N+](=O)[O-])c1	29.5%	2.1%	-2.1%	3.3%	0.4	4.2%	-9.4%	/	4.5%
O=C1CC(c2ccccc2)NC(=O)N1 (stereo unspecified)	24.2%	-11.6%	0.9%	i	1.5	5.7%	0.5%	4.3%[12.7 µM]	12.0%
COc1ccc(OC)c(-n2nnnc2SCC(=O)Nc2nc(C)c(C)s2)c1	36.9%	-19.2%	-4.7%	/	1.5	8.5%	-0.4%	-10.2%[2.33 µM]	/
CCN(CC)c1ccc(/C=N/N=C(N)N)c(O)c1	0.0%	?	?	3.9%	-3.1	17.8%	-37.6%	-49.9%	17.0%
O=C(CCSc1ccccc1)Nc1ncccn1	12.1%	-1.8%	-2.1%	-2.2%[11.5 µM]	1.4	-3.0%	6.8%	-8.0%[59 µM]	/
O=c1[nH]c(C(F)(F)F)nc2c1nnn2Cc1ccccc1F	20.9%	?	-3.6%	-2.2%	-4.3	11.5%	-6.9%	-0.2%[59 µM]	-3.6%
COCCNc1ncnc2c1cnn2-c1ccc(Cl)cc1	23.4%	-6.2%	-4.1%	-2.2%	-0.3	1.0%	-2.0%	-1.6%[59 µM]	-0.1%
O=C(NCCc1ccccc1)[C@@H]1CC=C[C@@H]2CCN(Cc3ccccc3)C(=O)[C@@H]21	18.8%	-14.2%	0.6%	-1.5%	0.9	16.6%	/	/	0.7%
CCN(CC)CCP(=O)(c1ccccc1)c1ccccc1	14.1%	-14.5%	0.7%	-5.5%	0.6	2.2%	12.2%	-2.1%[12.7 µM]	/
CCOc1cc2[nH]c(=O)n(CCCCC(=O)NCc3ccco3)c(=O)c2cc1OCC	3.6%	-13.2%	-0.5%	-7.5%	2.8	-2.6%	6.4%	-6.7%[59 µM]	-0.6%
O=C(c1cc(Cl)ccc1[N+](=O)[O-])n1cnc2ccccc21	21.1%	-31.8%	1.9%	-6.0%	-0.5	0.1%	-2.8%	-4.5%[59 µM]	-11.4%
CCC(=O)Oc1cccc(C(=O)Nc2ccc(-c3nnc(-c4ccco4)o3)cc2)c1	27.7%	-11.5%	61.5%[activator]	-10.0%	2.1	1.0%	7.5%	9.6%	-5.9%
COCCNC(=O)CN1C(=O)COc2ccc(Cl)cc21	41.3%[activator]	-2.1%	0.0%	7.5%	-5.2	-1.6%	-24.0%	-2.6%	5.5%
O=C(C1=C[C@@H](C2CCCCC2)C[C@@H](OCc2ccc(CO)cc2)O1)N1CCN(Cc2ccccc2)CC1	1.0%	?	3.4%	-3.0%	-2.3	2.3%	-35.1%	?	0.1%
Cc1ccc(C2(C)NC(=O)N(CC(=O)N3CCN(S(=O)(=O)c4cccc(F)c4)CC3)C2=O)cc1 (stereo unspecified)	28.6%	-5.6%	1.4%	10.4%	4.8	0.0%	-24.5%	-6.4%	-3.1%
Cc1ccc2oc(-c3cc(NC(=O)c4ccc5c(c4)OCCO5)cc(C)c3O)nc2c1	24.6%	-9.0%	-7.4%	i	-10.5	-7.2%	-15.9%	3.2%[59 µM]	-6.9%
COc1ccc(C2c3c(ncn(CCCO)c3=N)Oc3ccc4ccccc4c32)cc1OC (stereo unspecified)	7.8%	-26.1%	1.6%	-4.4%	-2.5	?	?	?	38.9%[activator]
CCOC(=O)c1[nH]c2ccc(OC)cc2c1NC(=S)N1CCN(C(=O)OCC)CC1	35.9%	-14.1%	-4.1%	-14.4%	2.0	8.0%	2.6%	-38.2%	0.5%
O=C(CN1CCN(c2nc(-c3ccc(Cl)cc3)cs2)CC1)NCc1ccco1	-4.5%	-27.6%	13.0%	-2.4%	0.2	3.0%	-30.8%	-77.2%[59 µM]	-1.4%
CC(C)[C@H]1COCCS(=O)(=O)N1Cc1ccc(Cl)cc1	103.1%[activator]	-9.0%	-1.6%	-10.7%	-4.4	-1.3%	4.4%	/	1.0%
COc1ccc(Cl)cc1N(C(=O)c1ccco1)C(C(=O)NC1CCCC1)c1ccncc1 (stereo unspecified)	23.5%	-6.2%	-1.6%	-10.5%	-1.5	-3.9%	-3.6%	-6.6%	0.6%
Nc1ccc(-n2nnnc2-c2ccco2)cc1	31.1%	3.7%	-2.3%	-2.6%	2.1	-5.6%	-4.8%	-7.6%	2.5%
CC(=O)Nc1ccc(C(=O)NNC(=O)C2CC2)cc1	26.0%	-2.2%	-7.0%	-1.3%	-1.5	9.8%	-6.4%	/	-2.4%
Fc1ccc([C@@H]2CCNC[C@H]2COc2ccc3c(c2)OCO3)cc1	?	?	0.7%&-0.3%&-3.8%	-6.8%	3.6&3.0&-5.0&1.3&-2.0	-8.3%&0.1%&-1.8%	?	23.8µM*	5.8%&1.3%&-12.6%
Cc1ccc(C)c(N2CCN(c3ccc([N+](=O)[O-])cn3)CC2)c1	11.2%	-31.7%	-0.4%	-8.3%	-5.3	3.2%	-11.5%	5.2%	2.5%
O=C(NNC(=O)c1ccc2ccccc2c1)c1ccc(Cl)c(Cl)c1	2.8%[57 µM]	-27.6%	17.3%	i	-4.0	-11.4%	/	/	10.7%
COCCn1c(C)cc(C(=O)CSc2ncn[nH]2)c1C	8.9%	-13.4%	-3.7%	-1.0%	-1.9	9.5%	-7.7%	-18.0%[59 µM]	1.6%
N#Cc1ccsc1NC(=O)CSc1ncn[nH]1	33.6%	-7.1%	-3.0%	i	-1.4	-4.0%	14.0%	-25.1%[59 µM]	4.4%
COc1c(C)cc(Br)cc1C(=O)Nc1ccc(C)cc1[N+](=O)[O-]	0.6%	-15.6%	4.2%	-8.6%	-8.2	-2.6%	8.3%	6.9%[59 µM]	6.3%
CCCn1nc(C(=O)NNC(=O)c2cccc(S(=O)(=O)NC(C)C)c2)c2ccccc2c1=O	45.6%[activator]	-0.7%	-4.2%	2.2%	3.9	2.3%	-2.6%	?	7.0%
C[C@@H]1C=C(C(=O)NC2CC2)O[C@H](OCc2ccc(CO)cc2)C1	25.3%	-2.1%	-3.5%	0.5%	-1.4	2.3%	0.6%	18.0%[59 µM]	-9.0%
CC1=C(C(=O)OC2CCCCC2)C(c2ccc(C)o2)C2=C(CCCC2=O)N1 (stereo unspecified)	2.1%	-21.7%	4.7%	4.3%	-7.4	14.4%	?	-9.2%[59 µM]	-1.0%
COc1ccc(N(Cc2cc3cccc(C)c3[nH]c2=O)S(=O)(=O)c2ccc(Cl)cc2)cc1	25.2%	4.7%	-5.9%	i	4.4	-13.4%	-21.4%[57.1 µM]	19.2%	17.0%
CCc1ccc(CNC(=O)c2ccc(OC3CCN(C(C)=O)CC3)c(OC)c2)nc1	31.4%	-12.5%	-6.8%	8.8%	1.7	15.3%	-7.3%	/	0.7%
O=C(O)/C=C/C(=O)Nc1ccc(OC(F)(F)F)cc1Br	56.1%[activator]	3.4%	-4.2%	i	1.5	-3.2%	-12.7%	/	-11.6%
O=C(Nc1ccccc1N1CCOCC1)C1=NN(c2ccccc2)C(=O)CC1	18.5%	-17.9%	-3.8%	-11.7%	-5.5	?	-4.2%	-24.1%	-8.3%
CCOc1ccc(N2C(=O)CC(N3CCN(c4ccccc4F)CC3)C2=O)cc1 (stereo unspecified)	-24.5%	-5.3%[11.4 µM]	1.5%	0.4%	6.1	8.3%	7.9%	17.4%[59 µM]	0.8%
Cc1ccc2c(c1)N(CC(=O)NCCCN1CCCCC1C)C(=O)c1cccnc1O2 (stereo unspecified)	37.2%&22.3%[activator]	-13.0%&8.3%	-12.5%&-6.2%	-5.4%&-2.6%	10.7&-2.5	-3.9%&-1.7%	-34.4%&-1.4%	-44.3%	-10.4%&-0.6%
O=C(COC(=O)c1ccccc1)Nc1ncc([N+](=O)[O-])s1	?	20µM*	/	?	-4.6	168.7%[activator]	/	/	-7.2%
Cn1cccc1C(=O)OCC(=O)NCCCc1ccccc1	30.9%	-17.8%	-1.4%	7.0%	2.1	-27.1%	/	/	8.3%
CC(=O)c1cccc(NC(=S)NC(=O)c2ccccc2)c1	19.4%	-16.9%	-2.5%	-4.1%	4.7	15.0%	-30.8%	?	-3.3%
